# Source: PubChem BioAssay (Broad Institute)
# INS-1E rescue = rescue of cytokine-induced death in INS-1E beta cells | INS-1E cytokine-induced death, ATP luminescence, 48 h; normalised: neutral wells 0, positive control 100 | protection from cytokine-induced ATP loss, % at 10 µM | 0.1% of 20,000 active;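 active = mean replicate protection from cytokine-induced ATP loss at least 50% and at least 75% of replicates each reaching 50%; inconclusive = meets only one of the two criteria, mean or replicate share; inactive = fails both the mean and replicate share criteria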
#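 assay system = INS-1E rat insulinoma cells | amount = 8000 cells per well | medium = phenol-red-free RPMI with 5% fetal bovine serum | doses = one compound concentration, pin transfer | timing = 48 h cytokine plus compound treatment, 10 min reagent incubation | also added = IL-1β, TNF-α and IFN-γ cytokine mix | signal = CellTiter-Glo luminescence measuring cellular ATP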
# T cruzi HTS = inhibitors of intracellular Trypanosoma cruzi | intracellular Trypanosoma cruzi in host cells, plate reader | activity score (inhibition), % at 5.01 µM | 4.9% of 22,000 active; in the data active = activity score above about 55%; inconclusive = no clear call, values can overlap the other calls;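 also: parasites and compound incubated about four days before reading; 0% = median of neutral control wells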
# * marks the source's active call; other numbers are inactive results; ? = inconclusive; . = not tested or not shown.
SMILES,INS-1E rescue,T cruzi HTS
COc1ccc(NC(=O)N(C)C[C@H]2Oc3ccc(NS(=O)(=O)c4ccc(F)cc4)cc3CC(=O)N([C@@H](C)CO)C[C@H]2C)cc1,13,-30
C[C@H]1CN([C@@H](C)CO)C(=O)c2cccc(NC(=O)C3CC3)c2O[C@H]1CN(C)S(=O)(=O)c1ccc(F)cc1,10,-39
C[C@H](CO)N1C[C@H](C)[C@@H](CN(C)Cc2ccccc2)Oc2ccc(NC(=O)C3CCCCC3)cc2C1=O,-10,-4
C[C@H]1CN([C@@H](C)CO)C(=O)c2cc(NS(=O)(=O)c3ccccc3)ccc2O[C@@H]1CN(C)Cc1ccc(C(=O)O)cc1,1,6
C[C@H](CO)N1C[C@H](C)[C@@H](CN(C)Cc2ccccc2)Oc2c(NC(=O)CCCCCC(=O)Nc3ccccc3N)cccc2C1=O,17,76*
COc1ccc(NC(=O)N(C)C[C@@H]2Oc3ccc(NC(=O)NC(C)C)cc3CC(=O)N([C@H](C)CO)C[C@H]2C)cc1,7,-29
C[C@H](CO)N1C[C@H](C)[C@H](CN(C)C(=O)c2ccc3ccn(C)c3c2)OCc2cn(nn2)CCCC1=O,.,-23
CC(C)NC(=O)Nc1cccc2c1O[C@H](CN(C)C(=O)Nc1ccccc1)[C@H](C)CN([C@@H](C)CO)C2=O,8,4
CC(C)NC(=O)N(C)C[C@H]1Oc2ccc(NC(=O)Cc3ccccc3)cc2CC(=O)N([C@@H](C)CO)C[C@@H]1C,8,-23
Cc1ccc(S(=O)(=O)Nc2ccc3c(c2)C(=O)N([C@@H](C)CO)C[C@H](C)[C@@H](CN(C)C)O3)cc1,1,-3
COc1ccc(S(=O)(=O)Nc2ccc3c(c2)CC(=O)N([C@H](C)CO)C[C@@H](C)[C@H](CN(C)Cc2ccc(Cl)c(Cl)c2)O3)cc1,-21,70*
CNC[C@@H]1Oc2c(NC(=O)C3CCCCC3)cccc2C(=O)N([C@H](C)CO)C[C@@H]1C,1,-10
COc1ccc(C#Cc2cnc3c(c2)C(=O)N([C@H](C)CO)C[C@H](C)[C@H](CN(C)C(=O)Nc2ccc(F)cc2)O3)cc1OC,.,4
C[C@@H]1CN([C@@H](C)CO)C(=O)c2cccc(NS(C)(=O)=O)c2O[C@H]1CN(C)S(=O)(=O)c1cccs1,6,-11
COc1ccc(NC(=O)Nc2ccc3c(c2)C(=O)N([C@H](C)CO)C[C@@H](C)[C@@H](CN(C)C(=O)Nc2ccc(F)cc2)O3)cc1,8,-4
C[C@@H]1CN([C@@H](C)CO)C(=O)c2cc(NC(=O)Nc3ccc4c(c3)OCO4)ccc2O[C@@H]1CN(C)S(C)(=O)=O,.,12
C[C@@H]1CN([C@@H](C)CO)C(=O)CCCn2cc(nn2)CO[C@@H]1CN(C)C(=O)Nc1ccc(N2CCCCC2)cc1,.,-27
COc1ccc(NC(=O)Nc2ccc3c(c2)C(=O)N([C@H](C)CO)C[C@@H](C)[C@@H](CN(C)Cc2ccncc2)O3)cc1,2,-23
CC(C)NC(=O)Nc1ccc2c(c1)CC(=O)N([C@H](C)CO)C[C@H](C)[C@H](CN(C)Cc1ccc3c(c1)OCO3)O2,3,-5
COc1ccc(S(=O)(=O)Nc2ccc3c(c2)C(=O)N([C@H](C)CO)C[C@H](C)[C@@H](CN(C)C(=O)Nc2cccc4ccccc24)OCCCC[C@@H](C)O3)cc1,-6,2
C[C@@H]1CN([C@H](C)CO)C(=O)Cc2cc(NC(=O)Nc3ccc(C(F)(F)F)cc3)ccc2O[C@H]1CN(C)Cc1ccncc1,16,-10
O=C(CCCCCC(=O)Nc1ccccc1O)N/N=C/c1cccc(B(O)O)c1,13,-13
C[C@@H]1CN([C@H](C)CO)C(=O)Cc2cc(NS(=O)(=O)c3ccccc3)ccc2O[C@@H]1CN(C)C(=O)Nc1ccc2c(c1)OCO2,3,5
C[C@H]1CN([C@@H](C)CO)C(=O)c2cc(NS(=O)(=O)c3ccccc3)ccc2O[C@H]1CN(C)CC1CCCCC1,-13,5
C[C@H]1CN([C@@H](C)CO)C(=O)c2cccc(NC(=O)C3CCOCC3)c2O[C@@H]1CN(C)Cc1ccc(C(F)(F)F)cc1,5,-10
COc1ccc(NC(=O)Nc2cccc3c2O[C@H](CN(C)S(=O)(=O)c2ccc(Cl)cc2)[C@@H](C)CN([C@@H](C)CO)C3=O)cc1,-4,1
C[C@H]1CN([C@@H](C)CO)C(=O)CCCn2nncc2CO[C@H]1CN(C)S(=O)(=O)c1ccc(F)cc1,5,-11
COc1ccc(NC(=O)N(C)C[C@H]2Oc3ccc(NC(=O)Nc4ccc(F)cc4)cc3C(=O)N([C@H](C)CO)C[C@@H]2C)cc1,1,-18
COc1ccc(S(=O)(=O)Nc2ccc3c(c2)CC(=O)N([C@H](C)CO)C[C@@H](C)[C@@H](CN(C)CC2CCCCC2)O3)cc1,-2,12
C[C@@H]1CN([C@@H](C)CO)C(=O)Cc2cc(NS(=O)(=O)c3ccccc3)ccc2O[C@@H]1CN(C)C(=O)NC1CCCCC1,5,-8

# A different layout for 4 compounds above.
Structure	INS-1E rescue	T cruzi HTS
O=C(CCCCCC(=O)Nc1ccccc1O)N/N=C/c1cccc(B(O)O)c1	13	-13
C[C@@H]1CN([C@H](C)CO)C(=O)Cc2cc(NS(=O)(=O)c3ccccc3)ccc2O[C@@H]1CN(C)C(=O)Nc1ccc2c(c1)OCO2	3	5
C[C@H]1CN([C@@H](C)CO)C(=O)c2cc(NS(=O)(=O)c3ccccc3)ccc2O[C@H]1CN(C)CC1CCCCC1	-13	5
C[C@H]1CN([C@@H](C)CO)C(=O)c2cccc(NC(=O)C3CCOCC3)c2O[C@@H]1CN(C)Cc1ccc(C(F)(F)F)cc1	5	-10

# One compound at a time, from the list above:
# `COc1ccc(NC(=O)Nc2cccc3c2O[C@H](CN(C)S(=O)(=O)c2ccc(Cl)cc2)[C@@H](C)CN([C@@H](C)CO)C3=O)cc1` as listed: INS-1E rescue = -4; T cruzi HTS = 1
# `COc1ccc(NC(=O)N(C)C[C@H]2Oc3ccc(NC(=O)Nc4ccc(F)cc4)cc3C(=O)N([C@H](C)CO)C[C@@H]2C)cc1` as listed: INS-1E rescue = 1; T cruzi HTS = -18
# `C[C@@H]1CN([C@H](C)CO)C(=O)Cc2cc(NC(=O)Nc3ccc(C(F)(F)F)cc3)ccc2O[C@H]1CN(C)Cc1ccncc1` as listed: INS-1E rescue = 16; T cruzi HTS = -10

# (further entries)
SMILES,INS-1E rescue,T cruzi HTS
C[C@@H]1CN([C@H](C)CO)C(=O)Cc2cc(NC(=O)CCN3CCOCC3)ccc2O[C@@H]1CN(C)C(=O)Nc1ccc(F)cc1,4,-12
Cc1noc(C)c1S(=O)(=O)Nc1ccc2c(c1)C(=O)N([C@@H](C)CO)C[C@H](C)[C@@H](CN(C)S(=O)(=O)c1cn(C)cn1)O2,.,-13
C[C@H]1CN([C@@H](C)CO)C(=O)Cc2cc(NC(=O)Cc3cn(C)c4ccccc34)ccc2O[C@@H]1CN(C)Cc1ccc(-c2ccccc2)cc1,-25,74*
Cc1ccc(S(=O)(=O)Nc2cccc3c2O[C@@H](CN(C)Cc2ccc(C(=O)O)cc2)[C@H](C)CN([C@H](C)CO)C3=O)cc1,3,-22
CNC[C@H]1Oc2ccc(NS(=O)(=O)c3c(C)noc3C)cc2C(=O)N([C@@H](C)CO)C[C@@H]1C,7,-9
C[C@H]1CN([C@@H](C)CO)C(=O)CCCn2nncc2CO[C@H]1CN(C)Cc1cccc(O)c1,1,-15
Cc1noc(C)c1S(=O)(=O)N(C)C[C@@H]1Oc2ccc(NS(=O)(=O)c3ccccc3)cc2CC(=O)N([C@H](C)CO)C[C@H]1C,0,-13
C[C@@H]1CN([C@H](C)CO)C(=O)c2cc(NC(=O)C3CCCCC3)ccc2O[C@@H]1CN(C)CC1CCCCC1,1,-19
Cc1ccc(S(=O)(=O)Nc2ccc3c(c2)C(=O)N([C@H](C)CO)C[C@@H](C)[C@@H](CN(C)S(=O)(=O)c2ccc(Cl)cc2)O3)cc1,-8,9
COc1ccc(S(=O)(=O)N(C)C[C@H]2Oc3c(NC(=O)c4ccncc4)cccc3C(=O)N([C@@H](C)CO)C[C@H]2C)cc1,12,14
C[C@@H]1CN([C@@H](C)CO)C(=O)Cc2cc(NC(=O)Cc3ccccc3)ccc2O[C@@H]1CN(C)CC1CCCCC1,-2,10
C[C@@H]1CN([C@H](C)CO)C(=O)c2cccc(NC(=O)NC3CCCCC3)c2O[C@@H]1CN(C)Cc1ccccc1,-12,-19
C[C@H]1CN([C@@H](C)CO)C(=O)Cc2cc(NC(=O)Nc3cccc4ccccc34)ccc2O[C@@H]1CN(C)C(=O)Nc1ccc2c(c1)OCO2,-1,-6
Cc1noc(C)c1S(=O)(=O)N(C)C[C@H]1OCCCC[C@@H](C)Oc2ccc(NC(=O)C3CCCCC3)cc2C(=O)N([C@H](C)CO)C[C@@H]1C,8,2
COc1ccc(NC(=O)Nc2ccc3c(c2)C(=O)N([C@@H](C)CO)C[C@@H](C)[C@@H](CN(C)Cc2ccc(C(=O)O)cc2)O3)cc1,.,-10
C[C@H]1CN([C@@H](C)CO)C(=O)c2cc(NC(=O)Nc3cccc4ccccc34)ccc2O[C@@H]1CN(C)C(=O)Nc1ccccc1,.,0
C[C@H]1CN([C@@H](C)CO)C(=O)c2cc(NS(=O)(=O)c3cccs3)ccc2O[C@H]1CN(C)S(=O)(=O)c1cccs1,.,6
Cc1noc(C)c1NC(=O)Nc1ccc2c(c1)CC(=O)N([C@@H](C)CO)C[C@H](C)[C@@H](CN(C)C(=O)Nc1ccccc1)O2,9,-28
C[C@H]1CN([C@@H](C)CO)C(=O)Cc2cc(NC(=O)Nc3ccccc3)ccc2O[C@@H]1CN(C)C(=O)Nc1cccc2ccccc12,-12,2
C[C@@H]1CN([C@H](C)CO)C(=O)Cc2cc(NC(=O)Cc3ccccc3)ccc2O[C@H]1CN(C)C,10,-28
COc1ccc(CN(C)C[C@@H]2Oc3ccc(NS(=O)(=O)c4ccccc4)cc3CC(=O)N([C@H](C)CO)C[C@H]2C)cc1,3,19
COc1ccc(CN(C)C[C@@H]2Oc3ccc(NS(=O)(=O)c4ccc(F)cc4)cc3C(=O)N([C@H](C)CO)C[C@@H]2C)cc1,-11,31
Cc1ccc(S(=O)(=O)N(C)C[C@H]2Oc3ccc(NS(=O)(=O)c4ccc(Cl)cc4)cc3CC(=O)N([C@@H](C)CO)C[C@H]2C)cc1,-18,?
Cc1noc(C)c1S(=O)(=O)Nc1ccc2c(c1)CC(=O)N([C@H](C)CO)C[C@@H](C)[C@H](CN(C)Cc1ccc(C(=O)O)cc1)O2,13,-20
COc1ccc(NC(=O)Nc2ccc3c(c2)C(=O)N([C@@H](C)CO)C[C@@H](C)[C@@H](CN(C)Cc2ccccc2)O3)cc1,3,-26
C[C@@H]1CN([C@H](C)CO)C(=O)Cc2cc(NC(=O)Nc3ccc(C(F)(F)F)cc3)ccc2O[C@H]1CN(C)CC1CCCCC1,-18,83*
C[C@@H]1CN([C@H](C)CO)C(=O)Cc2cc(NC(=O)Cc3cn(C)c4ccccc34)ccc2O[C@H]1CN(C)C(=O)Nc1ccc2c(c1)OCO2,10,-14
COc1ccc(S(=O)(=O)N(C)C[C@H]2Oc3ccc(NC(=O)C4CCCCC4)cc3C(=O)N([C@@H](C)CO)C[C@@H]2C)cc1,.,-1
C[C@H]1CN([C@@H](C)CO)C(=O)Cc2cc(NC(=O)CCCCCC(=O)Nc3ccccc3N)ccc2O[C@H]1CN(C)Cc1ccc(Cl)c(Cl)c1,0,31
COc1ccc(CN(C)C[C@@H]2Oc3c(NC(=O)Nc4c(C)noc4C)cccc3C(=O)N([C@H](C)CO)C[C@@H]2C)cc1,-4,-36
C[C@H]1CN([C@@H](C)CO)C(=O)c2cc(N(C)C)ccc2O[C@@H]1CN(C)Cc1ccncc1,9,-4
C[C@@H]1CN([C@H](C)CO)C(=O)c2cc(NC(=O)CCCCCC(=O)Nc3ccccc3N)ccc2O[C@@H]1CN(C)Cc1ccncc1,6,-18
CC(C)NC(=O)N(C)C[C@@H]1OCc2cnnn2CCCC(=O)N([C@H](C)CO)C[C@@H]1C,.,-21
COc1ccc(CN(C)C[C@@H]2Oc3ccc(NS(=O)(=O)c4ccccc4)cc3C(=O)N([C@@H](C)CO)C[C@@H]2C)cc1,-2,-4
CCCN(C)C[C@@H]1Oc2ncc(C#Cc3ccc(OC)c(OC)c3)cc2C(=O)N([C@H](C)CO)C[C@@H]1C,.,27
COc1ccc(S(=O)(=O)Nc2ccc3c(c2)CC(=O)N([C@H](C)CO)C[C@@H](C)[C@@H](CN(C)C(=O)Nc2ccc4c(c2)OCO4)O3)cc1,2,-14
C[C@H]1CN([C@@H](C)CO)C(=O)Cc2cc(NC(=O)C3CCCCC3)ccc2O[C@@H]1CN(C)C(=O)Nc1cccc2ccccc12,27,-17
COc1ccc(NC(=O)Nc2cccc3c2O[C@H](CN(C)S(C)(=O)=O)[C@H](C)CN([C@@H](C)CO)C3=O)cc1,6,-6
C[C@H](CO)N1C[C@H](C)[C@H](CN(C)CC2CCCCC2)Oc2ccc(NC(=O)Nc3cccc4ccccc34)cc2CC1=O,4,61*
C[C@@H]1CN([C@H](C)CO)C(=O)Cc2cc(NS(=O)(=O)c3ccc(F)cc3)ccc2O[C@@H]1CN(C)C,7,-9
CNC[C@H]1Oc2ccc(NC(=O)Nc3ccc(F)cc3)cc2CC(=O)N([C@H](C)CO)C[C@H]1C,2,-17
